Screens from PubChem.
PglD inh = blocks C. jejuni PglD acetyltransferase activity; purified PglD enzyme, DTNB colorimetric CoA detection; inhibition, % at 12.5 µM; hit rate 0.098% among 360,000; in the data active means inhibition above about 16%, passing the limit was not always enough; further: strong numbers were not always called active
ARNT TACC3 PPI = disruptors of human ARNT/TACC3 interaction; Q9Y6A5; AlphaScreen His-ARNT PAS-B/GST-TACC3 binding, luminescence; TACC3 fragment carries E629A point mutation; inhibition, % at 9.99 µM; hit rate 0.66% among 390,000; AID 623870;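 active means mean inhibition of replicates at least 50% and at least half of replicates each reaching 50%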;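 further: 0% = complete ARNT plus TACC3 wells and 100% = ARNT alone without TACC3; many hits fall short of the cut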
C2C12 statin = protects C2C12 myotubes from simvastatin toxicity. ATP luminescence, 48 h; scaled: DMSO 0, geranylgeraniol control 100. rescue of ATP level, % at 7.49 µM. hit rate 0.78% among 330,000. AID 602340;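 active means mean ATP rescue above about 67%, or every replicate alone reaching that limit, limit read from the data, passing the limit was not always enough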;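 further: myotubes were challenged with 10 µM simvastatin during compound exposure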
INS-1E GSIS act = GLuc luminescence reporter in INS-1E cells, primary screen for activators of glucose-dependent secretion of insulin. INS-1E GLuc reporter insulin secretion, 2-3 h. activation, % at 16.6 µM. hit rate 0.61% among 370,000;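 active means lowest replicate activation of at least 40%, so every replicate reaches that level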;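 further: 0% = median of neutral control wells and 100% = median of IBMX positive control wells; some compounds called inactive have numbers as strong as hits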
PGC1a acetyl inh = modulators of PGC1a acetylation; U2OS PGC1a acetylation, AlphaScreen anti-acetyl-lysine; with virally co-expressed GCN5 acetyltransferase; AID 651687; hit rate 0.17% among 350,000; inhibition, % at 15.6 µM;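 active means every replicate shows inhibition of at least 40%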;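 further: 0% = neutral control wells and 100% = positive control wells; some results beyond the cut were filed as inactive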
LGR2 inh = blocks bursicon-induced cAMP signaling via Drosophila LGR2; HEK293 LGR2, CRE-luciferase, bursicon-stimulated, 4 h; inhibition, % at 9.99 µM; AID 720647; hit rate 0.35% among 380,000;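 active means drop in luminescence signal, shown as inhibition above about 50% in the replicate tests, limit read from the data, passing the limit was not always enough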;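 further: agonist challenge used bursicon conditioned medium at about half maximal strength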
PAX8 inh HTS = PAX8 transcriptional activity inhibition. RMG-I TPO-luciferase reporter, SteadyGlo, 24 h. inhibition, % at 12.6 µM. hit rate 1.2% among 360,000. AID 652154;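 active means mean replicate inhibition at least 60% with every replicate also reaching 60%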;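 further: luciferase light reporting Pax8 driven TPO promoter activity; plate controls were median of neutral control wells for no effect and mitoxantrone controls for full effect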
Cneo AK release = Cryptococcus neoformans lysis via adenylate kinase release; C. neoformans lysis, adenylate kinase release luminescence, 4 h; normalised: neutral wells 0, clomiphene wells 100; lysis activity, % at 15 µM; hit rate 0.2% among 360,000; AID 651654;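 active means mean lysis activity across replicates of at least 80%, whatever share of replicates individually reach that level; inactive means mean lysis activity below 80%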
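Material: C. neoformans cells | Amount: Yeast cell density of 5 × 10^6 cells/mL | Medium: Fresh YPD growth medium | Dosing: Single dose | Times: Static 4 h at 37 °C with compound, 1 h detection | Detection: AK luminescence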
The depositor's hits bear a star; nt = no result given; & = joins results of further samples. A portion of the library; rates above refer to the full screens.

smiles | Cneo AK release | INS-1E GSIS act | PglD inh | ARNT TACC3 PPI | LGR2 inh | C2C12 statin | PAX8 inh HTS | PGC1a acetyl inh
CC(=Nc1ccc(F)cc1)c1c(O)n(C)c(=O)[nH]c1=O | 1 | 0 | -15 | 5 | -8 | 2 | 0 | 13
Cc1ccccc1N1CCN(C2CCCN(C(=O)Cc3c(C)noc3C)C2)CC1 (configuration not stated) | -1 | -8 | 2 | 1 | 11 | 0 | 9 | 7
COc1cccc(CNCCc2ccc3c(c2)OCO3)c1OC | 1 | -3 | 3 | -5 | 16 | 12 | 9 | -3
O=S(=O)(c1cc(Cl)cc(Cl)c1)N1Cc2cc(N3CCOCC3)ccc2-n2nncc2C1 | 0 | -10 | -4 | nt | -21 | -3 | -9 | 3
CC(NCc1cccc(Cl)c1Cl)C(O)c1ccccc1 (configuration not stated) | 1 | 12 | -11 | -4 | -5 | nt | -7 | nt
O=C(NC1CCCCC1)Oc1cc2oc(=O)sc2cc1Cl | nt | -29 | nt | 19 | -3 | nt | -7 | 4
Cc1ccccc1[N+](=O)[O-] | 1 | -1 | 1 | nt | 3 | -1 | nt | -1
CC(=NCc1cccnc1)c1c(O)n(-c2ccccc2)c(=O)[nH]c1=O | 6 | 7 | 2 | -27 | nt | -23 | nt | 2
CCOC(=O)c1c(-n2c(C)cc(C=C3C(=O)NC(=S)NC3=O)c2C)sc2c1CCCC2 | -2 | nt | 9 | -56 | nt | -4 | nt | -9
CC(C)(C)c1ccc(C(=O)C2CCCN(Cc3ccon3)C2)cc1 (configuration not stated) | 0 | -13 | -8 | -7 | -34 | nt | -65 | nt
O=C1c2ccccc2C(=O)N1Cc1nc2ccccc2c(=O)n1-c1ccc(Br)cn1 | -11 | nt | 0 | 5 | nt | 12 | nt | 9
NP(=O)(Oc1ccccc1)c1ccccc1 (configuration not stated) | 1 | 19 | 3 | -8 | 16 | 4 | 7 | -1
CCc1ccc(CN2CCN(Cc3ccc(SC)cc3)CC2)cc1 | nt | -26 | nt | nt | 7 | nt | 59 | 15
CCC(=O)N1CCN(CCN=Cc2c(O)n(C)c(=O)n(C)c2=O)CC1 | -1 | 2 | -2 | 5 | 1 | 6 | 10 | 7
CCCCn1c(O)c(C(CC)=NCc2ccc3c(c2)OCO3)c(=O)[nH]c1=O | -1 | nt | -6 | 3 | nt | 61 | 11 | -1
NC(=O)OCCSc1nnc(-c2cccc(C(N)=S)c2)o1 | -8 | 24 | 4 | -3 | 3 | 22 | nt | 8
CC1OC(OC2C=C3CCC4C(CCC5(C)C(c6ccc(=O)oc6)CCC45O)C3(C)CC2)C(O)C(OC2OC(CO)C(O)C(O)C2O)C1O (configuration not stated) | nt | -3 | nt | -3 | 85* | nt | 106* | 32
CCCCOP(=O)(OCCCC)/C(C#N)=C(/C)O | 0 | nt | -7 | -10 | nt | -10 | nt | -9
COC(=O)C1=C(c2cc3ccccc3s2)C[C@@H]2CC[C@H]1N2C(=O)NCCCOC(C)C | 1 | -21 | 0 | -1 | 5 | 8 | -2 | -10
O=C(O)CSC(=S)N1CC2CC(C1)c1cccc(=O)n1C2 (configuration not stated) | nt | 10 | nt | nt | -18 | nt | 20 | -3
CC(=NCCN1CCOCC1)c1c(O)n(-c2ccccc2C)c(=O)[nH]c1=O | 1 | nt | 1 | -4 | nt | 5 | nt | 14
CCN(CC)c1ccc(/C=C2/C(=O)NC(=O)N(Cc3ccco3)C2=O)cc1 | nt | -4 | nt | -3 | 4 | 0 | -5 | 3
c1ccc(CNc2c3c(nc4ccccc24)CCC3)cc1 | 6 | nt | 0 | 1 | nt | nt | 12 | 7
O=C(NCC(c1cccnc1)N1CCN(c2ccccc2)CC1)Oc1ccccc1 (configuration not stated) | -1 | nt | -1 | -16 | nt | 2 | nt | nt
CN1C2CCC1CC(OC(=O)c1ccc(Cl)cc1)C2 (configuration not stated) | -4 | nt | -4 | 6&-21 | nt | nt | nt | -8
O=C(CNC(=O)c1ccc(Br)cc1)Nc1ccc(Br)cc1C(=O)c1ccccc1 | nt | -10 | nt | 2 | 6 | nt | -10 | nt
Cc1ccc(CN2CCCN(Cc3ccccc3C)S2(=O)=O)cc1 | -3 | -1 | -3 | -8 | 17 | 6 | 8 | -4
CC1(C)CSC(=NCc2ccccc2)N1 | 1 | 7 | -4 | -3 | 14 | -4 | 3 | 2
Oc1ccccc1/C=N/NP(=S)(c1ccccc1)c1ccccc1 | nt | 0 | nt | 4 | nt | nt | -67 | -6
COc1cccc(C(=O)C2CCCN(C3CCOCC3)C2)c1 (configuration not stated) | 3 | 9 | 0 | 2 | 10 | 8 | -16 | 8
Cn1nc(-c2ccc(OCC(=O)N3CCN(Cc4ccccc4)CC3)cc2)c2ccccc2c1=O | 4 | nt | -3 | 1 | nt | -6 | nt | nt
O=C(Nc1ccccc1)c1cccn(Cc2ccccc2)c1=O | nt | 4 | nt | -13 | -101 | nt | -93 | -1
CNC(=S)N(C)CCc1cc2c(c(OC)c1C=C1C(=O)NC(=O)NC1=O)OCO2 | -2 | -17 | 2 | 1 | 0 | nt | 0 | 8
CN(C)C(=O)Oc1ccc(Br)c2ccccc12 | 1 | -18 | 3 | -5 | 1 | 13 | -8 | -9
Cc1ccc(S(=O)(=O)N[C@@H](CCCCN)C(=O)CCl)cc1 | 0 | -5 | -2 | 11 | -12 | -4 | 4 | 6
O=c1ccc2cc3ccoc3c(O)c2o1 | 0 | 1 | -1 | 22 | 21 | -6 | nt | -6
CC(=O)N1N=C(c2cccnc2)CC1c1ccccc1O (configuration not stated) | 0 | 3 | 0 | 1 | 16 | 2 | -14 | -10
CCCCCn1c(=O)c(C(=O)NCc2ccc(Cl)cc2)c(O)c2ccccc21 | 0 | -2 | 0 | -35 | -3 | -4 | 13 | -15
CC(=O)OC1CC2(O)C3CCC4CC(O)CCC4(C)C3CCC2(C)C1C1=CC(=O)OC1 (configuration not stated) | nt | -1 | nt | -6 | 90* | nt | nt | 65*
O=C1NC(=O)C(CCc2ccncc2)(CCc2ccncc2)C(=O)N1CCc1ccc(F)cc1 | 0 | -7 | -2 | -6 | 11 | -19 | -54 | 5
CC(=O)Nc1ccc(C=C2C(=O)NC(=O)NC2=O)cc1 | nt | 2 | nt | 1 | -3 | nt | -24 | nt
COc1cc(/C=C/[N+](=O)[O-])ccc1O | -4 | -23 | 2 | nt | 21 | 22 | 21 | nt
COc1nc(NCC2CCCO2)nc(N2CC3CC(C2)c2cccc(=O)n2C3)n1 (configuration not stated) | -1 | 6 | 0 | -44 | 4 | 1 | 27 | -15
CCOC(=O)c1ccc(NC(=O)N2C[C@@H]3C[C@@H](C2)c2cccc(=O)n2C3)cc1 | 2 | 2 | -2 | 20 | -1 | 3 | nt | -7
CCOC(=O)[C@@H]1[C@@H]2NC(=O)N(C)[C@@]1(C)Oc1ccccc12 | 6 | nt | 1 | -3 | nt | nt | 2 | 2
Cc1ccc(C)c(Cn2c(C(=O)O)c(C=O)c3ccccc32)c1 | nt | -6 | nt | -6 | 38 | nt | -4 | nt
CC1[C@H]2Cc3ccc(O)cc3[C@]1(C)CCN2C (some centres not stated) | -1 | 20 | 0 | -3 | 12 | 1 | nt | -16
COc1cccc([C@@]2(O)CCCC[C@@H]2CN(C)C)c1 | nt | 1 | nt | -7 | -10 | nt | 1 | nt
O=C(OCC(=O)c1ccc([N+](=O)[O-])cc1)/C(=C/c1ccc(Cl)cc1)NC(=O)c1ccccc1 | nt | 1 | nt | 5 | -14 | nt | 12 | nt
CCCN1[C@@H]2c3ccc(-c4ccc(F)cc4)c(=O)n3C[C@H]1[C@H](CO)[C@H]2C(=O)OC | 0 | 5 | 0 | -5 | -9 | -3 | 8 | -5

Next part:
smiles | Cneo AK release | INS-1E GSIS act | PglD inh | ARNT TACC3 PPI | LGR2 inh | C2C12 statin | PAX8 inh HTS | PGC1a acetyl inh
COc1ccc(OC)c(-n2c(O)c(/C=C3\C(C)=Nc4ccccc43)c(=O)[nH]c2=O)c1 | 1 | -9 | -1 | nt | 2 | nt | 22 | -5
CN1C(=O)C(C2CCCCC2)C(=O)N(C)C1=O | nt | -2 | nt | 0 | 3 | nt | 2 | nt
C1CNC2NCCNC2N1 (configuration not stated) | -3 | nt | 1 | 1 | nt | -7 | nt | -1
COC(=O)C1=C(c2ccc(-c3ccccc3)c(F)c2)C[C@@H]2CC[C@H]1N2C(=O)NCCNC(C)=O | -1 | 2 | 3 | -5 | 9 | 2 | -7 | -8
CC(C)NC1C2CCC(CC2)C1(O)c1ccc(Cl)c(Cl)c1 (configuration not stated) | -2 | 13 | 3 | nt | 20 | -30 | 7 | -7
Cc1[nH]c2ccccc2c1CCN | -1 | nt | 2 | 0 | nt | 3 | 17 | 37
CC1=C2[C@H]3OC(=O)[C@@H](C)[C@@H]3CC[C@@]2(C)C=CC1=O | -2 | nt | -2 | -9 | nt | 8 | nt | -1
COc1ccc(-n2nnnc2C(c2ccccc2)N2CCC(n3c(=O)[nH]c4ccccc43)CC2)cc1 (configuration not stated) | 0 | -47 | 2 | nt | 18 | 8 | 78* | 0
O=C(N/N=C1/CN2CCC1CC2)c1cc2ccccc2cc1O | -3 | nt | 7 | 17 | nt | -4 | 9 | -15
C=CCn1c(O)c(C(CC)=Nc2ccc(N(CC)CC)cc2)c(=O)[nH]c1=O | -2 | nt | -2 | 9 | nt | -14 | nt | 6
C#CCN[C@H](C)Cc1ccccc1 | -2 | nt | 0 | -3 | -5 | 3 | 1 | 2
CC(=NCc1cccnc1)c1c(O)n(C2CCCCC2)c(=O)[nH]c1=O | 1 | nt | 2 | 7 | nt | 113* | -29 | 18
CCCCCCn1c(=O)c(C(=O)Nc2c(C)n(C)n(-c3ccccc3)c2=O)c(O)c2ccccc21 | -2 | 5 | 2 | -1 | -7 | -6 | 6 | 3
C#CC1(O)CCC2C3CCC4=C/C(=N/OCC(=O)NCC(=O)NC(C(=O)O)C(C)C)CC[C@]4(C)C3CC[C@@]21C (some centres not stated) | 1 | -1 | 2 | 4 | 2 | 1 | 10 | nt
Cc1cc(Cl)ccc1OC(C)C(=O)O (configuration not stated) | 0 | nt | 2 | -24 | -9 | 11 | -3 | -17
CCC1(CC)C(=O)NC(=Nc2cccc(C(F)(F)F)c2)NC1=O | 0 | 2 | -2 | -4 | 8 | -1 | 18 | nt
COCCNC(=O)c1c(N)n(CCC(C)C)c2nc3ccccc3nc12 | 2 | -19 | 3 | -35 | nt | nt | nt | -8
CC(C)(C)NC(=O)Cn1cc(C(=O)c2ccccc2F)c2ccccc21 | -3 | nt | -5 | 1 | nt | -3 | 14 | -9
COc1ccc(C(CC(=O)N2CCC3(CC2)OCCO3)NS(=O)(=O)c2ccc(OC)cc2)cc1 (configuration not stated) | -1 | nt | -21 | 2 | nt | 3 | nt | 9
Cc1cnc(-n2c(=S)[nH]c3ccccc3c2=O)s1 | 2 | nt | -5 | 0 | -24 | 0 | 14 | 15
COc1ccc(OC)c(/C=N/OC(=O)Nc2ccc(Cl)cc2)c1 | nt | 12 | nt | 1 | -26 | nt | -68 | nt
Cc1c2ccncc2c(C)c2c1[nH]c1ccccc12 | 0 | nt | 5 | -4 | nt | 34 | nt | nt
O=C(CN1CC=C(c2ccccc2)CC1)NC(=O)NCc1ccccc1 | nt | -9 | nt | -7 | 1 | nt | 4 | nt
